Screening data as filed in PubChem BioAssay.
KKLEB cytotox = reduces viability of KKLEB cystic fibrosis airway cells | KKLEB CF airway cells viability, ATPlite luminescence, overnight; stronger effect = lower value; cells stimulated with P. aeruginosa culture filtrate | activity change (cytotoxicity), % at 5 µM | hit rate 0.36% among 360,000;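 active means corrected activity change at or below -50% at 5 µM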
EBV LMP1 NFkB = reduces LMP1-driven NF-kappaB luciferase signal. hit rate 0.69% among 350,000. inhibition, % at 12.5 µM. AID 504558. LMP1-induced NF-kappaB luciferase reporter cells, luminescence; in the data active means inhibition above about 41%; inconclusive means no clear call, values can overlap the other calls;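 further: 0% = neutral control wells and 100% = reference inhibitor control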
NR2E3 ag-1 = agonists of human NR2E3 nuclear receptor. Q9Y5X4. AID 602229. inhibition of corepressor binding, % at 3.98 µM. CHO-S Gal4-NCOR/VP16-NR2E3 two-hybrid, luciferase. hit rate 0.35% among 360,000;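 active means inhibition above the mean of all tested compounds plus 3 SD, cut at about 70% in these data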;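 further: 0% = DMSO with NR2E3 transfected cells and 100% = cells lacking NR2E3 construct; higher means lower luciferase signal from less NR2E3 corepressor binding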
Target sequence (Q9Y5X4 whole entry, looked up, the tested form may be a part): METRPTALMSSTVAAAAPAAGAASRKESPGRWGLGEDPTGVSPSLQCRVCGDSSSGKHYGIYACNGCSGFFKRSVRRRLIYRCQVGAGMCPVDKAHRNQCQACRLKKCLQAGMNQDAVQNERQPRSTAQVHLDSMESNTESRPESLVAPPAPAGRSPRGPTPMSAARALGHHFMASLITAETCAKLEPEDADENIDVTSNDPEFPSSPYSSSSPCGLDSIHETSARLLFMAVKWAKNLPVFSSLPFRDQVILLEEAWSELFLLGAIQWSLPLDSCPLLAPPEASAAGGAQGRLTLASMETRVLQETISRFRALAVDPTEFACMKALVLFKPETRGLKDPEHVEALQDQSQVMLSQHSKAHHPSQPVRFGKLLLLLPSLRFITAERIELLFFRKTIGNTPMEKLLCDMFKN
CF NFkB block = blocks PAF-induced NF-kB reporter in cystic fibrosis cells. KKLEB NF-kB-GFP reporter, GFP fluorescence overnight. inhibition, % at 5 µM. hit rate 0.86% among 360,000;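 active means at least 50% inhibition at 5 µM, scaled per plate between neutral and stimulator controls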;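 further: PAF is a Pseudomonas aeruginosa culture filtrate used as stimulus; plate controls were PAF-stimulated DMSO wells for no effect and unstimulated DMSO wells for full effect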
Shn3 3UTR inh = reduces Shn3 3'UTR luciferase signal in osteoblasts; AID 588674; hit rate 0.52% among 360,000; inhibition, % at 12.5 µM; Clone20 osteoblast Shn3 3'UTR firefly luciferase, 24 h;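 active means mean inhibition of at least 75% with every replicate also reaching 75%; inconclusive means mean inhibition at least 75% but some replicate below; inactive means mean inhibition below 75%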;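 further: 0% = median of neutral control wells and 100% = pilot-screen positive control compound; some compounds past the cut are filed as inactive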
iPSC survival up = hiPSC single-cell survival enhancement | ATPlite luminescence; 100% = ROCK inhibitor wells, 0% = DMSO | survival enhancement, % at 20 µM | hit rate 0.044% among 360,000 | AID 602274; in the data active means survival enhancement above about 18%;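 further: cells exposed to compounds for 16 hours before the ATP read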
MITF TRPM1 inh = MITF TRPM1 promoter inhibition in SK-MEL-5 cells | AID 488899 | SK-MEL-5 TRPM1 promoter luciferase, 24 h | inhibition, % at 12.5 µM | hit rate 0.83% among 330,000;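 active means mean inhibition across replicates of 60% or more, whatever share of single replicates reaches that level; inconclusive means some that reach 60%, reason not given; inactive means mean inhibition across replicates below 60%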; further: values of inactives mirror those of a sister screen read the other way
TRAIL sens C8 = sensitizes caspase-8 expressing cells to TRAIL | hit rate 1% among 360,000 | NB7+C8 cells + TRAIL, ATPlite viability luminescence | inhibition (viability loss, TRAIL sensitization), % at 10 µM | AID 624354;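 active means compounds causing at least 50% loss of cell viability in the single-dose screen, relative to plate controls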
HIF-2a block = inhibitors of HIF-2a | hit rate 0.72% among 360,000 | inhibition, % at 18.8 µM | AID 624352 | 786-0 RCC cells HIF-2a reporter, luciferase luminescence, overnight;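 active means inhibition of the luminescence signal of 40% or more relative to plate controls, in a single-dose primary screen at 18.75 µM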
NR2E3 ag-2 = agonists of human nuclear receptor NR2E3; Q9Y5X4; GST-NR2E3/biotin-RetCOR TR-FRET, 1536-well; inhibition of corepressor binding, % at 4.78 µM; hit rate 0.12% among 320,000; AID 2300;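 active means percent inhibition above the cutoff of mean plus 3 SD of all tested compounds, set per screening campaign, cut at about 20% in these data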;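 further: 0% = DMSO wells and 100% = biotin wells as full block of FRET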
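Material: NR2E3–RetCOR corepressor complex | Quantity: 1.35 nM GST-tagged NR2E3 final | Schedule: 5 h at 4 °C | Replication: Singlicate compound wells | Reagent: RetCOR corepressor, biotinylated, 7 nM | Controls: Biotin wells as high control, 0.6% DMSO wells as low control | Signal: TR-FRET, Eu(K)-anti-GST donor, streptavidin-D2 acceptor, ex 340, em 617/671 nm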
Peg3 prom inh = reduces Peg3 promoter-driven luciferase expression in HeLa | HeLa PEG-Prom luciferase reporter, luminescence, overnight | hit rate 1.7% among 360,000 | inhibition, % at 20 µM;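 active means inhibition of at least 50% at 20 µM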
* marks the source's active call; other numbers are inactive results; ? = inconclusive; nt = no result given. These rows are one share of the data; the hit share may differ from the screen's.

SMILES	KKLEB cytotox	EBV LMP1 NFkB	NR2E3 ag-1	CF NFkB block	Shn3 3UTR inh	iPSC survival up	MITF TRPM1 inh	TRAIL sens C8	HIF-2a block	NR2E3 ag-2	Peg3 prom inh
CCOC(=O)[C@@H]1[C@H]2COc3cc(OC)ccc3[C@@H]2N2C(=O)N(c3ccc(C)cc3)C(=O)[C@]12C	-1	2	3	27	5	0.4	6	-5	11	4	5
O=C1COc2ccc3ccccc3c21	-17	-14	-25	5	-7	-0.2	-4	-15	10	0	2
CCOC(=O)c1c(C)[nH]c(C(=O)OCC(=O)NCc2ccccc2)c1C	-17	11	-10	-3	74	-0.2	-14	24	-33	nt	-21
CCNC(=O)NC(=O)COC(=O)c1ccccc1SCC(=O)NC(=O)NCC	-8	-3	-104	-3	-23	1.6	-19	10	-122	-2	-132
O=C(Nc1ccccc1Cl)c1ccc2c(c1)N(Cc1ccc(F)cc1)C(=O)CS2=O (configuration not stated)	0	-2	-29	-25	7	-1.5	2	5	-1	-2	9
O=C(CN1C(=O)NC2(CCCc3ccccc32)C1=O)c1ccc(Br)cc1 (configuration not stated)	-3	-5	-1	-4	7	-0.4	10	-1	19	-1	-19
N=c1c(C(=O)NC2CCCC2)cc2c(=O)n3ccccc3nc2n1C1CCCC1	-17	2	-11	-5	9	-2.1	-14	-2	24	1	11
CCSc1nc(=S)n(Cc2ccccc2)c(C)c1C(C)=O	-10	-13	-6	30	1	1.9	-7	0	8	1	1
CSC[C@H](NC(=O)Cc1c(C)c2cc3c(C)c(C)oc3cc2oc1=O)C(=O)N[C@@H](Cc1ccccc1)C(=O)O	11	-4	0	-27	-7	-1.5	nt	-6	16	0	7
COc1cc(NC(=O)C2CCC(CNS(=O)(=O)c3csc(C(N)=O)c3)CC2)cc(OC)c1 (configuration not stated)	0	18	-6	-16	-1	-0.6	17	-19	9	2	11
Cc1cc(NC(=O)CSc2nc(-c3ccccc3)cs2)no1	-21	-5	15	-8	0	9.5	-12	-13	-32	-3	-23
CC1(Oc2cccc(C#N)c2)CCN(Cc2ccc(-c3ccccn3)cc2)C1 (configuration not stated)	7	nt	4	-7	5	-0.1	nt	4	-16	nt	7
O=c1[nH]c(/C=C/c2cccnc2)c([N+](=O)[O-])c(=O)[nH]1	6	-4	1	-4	4	0.0	3	1	7	1	6
CCN(CC(=O)Nc1c(F)cccc1F)C(=O)CC1CCCCC1	-16	2	-20	-4	1	0.0	4	-1	12	2	12
COc1ccc(C(=O)N(C)Cc2ccc(C)o2)cc1OC1CCN(C(C)=O)CC1	2	1	-14	-10	-17	0.1	-10	4	0	-1	-4
COc1ccc(OC(C)C(=O)NCCc2nc3ccccc3[nH]2)cc1 (configuration not stated)	3	-6	-12	7	1	0.1	13	-16	6	2	6
CN(C)c1c2ccccc2nc2c(F)c(F)c(F)c(F)c12	6	-17	-38	-13	-52	0.0	-16	-2	-249	0	-54
Cc1cccc(C)c1OC(=O)CN(c1ccc(Cl)cc1)S(C)(=O)=O	2	-4	-5	-8	15	-2.3	1	10	18	1	19
CCOc1ccc(NS(=O)(=O)c2cccc(C(=O)NCC3(N(C)C)CCCCC3)c2)cc1	-3	4	23	-33	-7	0.1	-1	7	1	nt	-13
CCC(CC)C(=O)Nc1c2c(nn1-c1ccc(F)cc1)CS(=O)(=O)C2	-2	-4	-21	2	-33	-0.5	6	0	12	-1	-28
COC(=O)c1cc(COC(=O)COc2ccc(C)c(C)c2)oc1C	-4	-1	-23	-9	8	-0.5	5	8	11	-2	18
Cc1cc(C(=O)NNC(=O)c2nn(C)c(=O)c3ccccc23)c(C)o1	-10	3	-6	-17	-1	-0.8	-7	-14	-15	1	0
Cc1ccc(CS(=O)Cc2ccc(C(=O)N3CCN(c4cccc(C)c4C)CC3)o2)cc1 (configuration not stated)	-10	0	19	7	3	-3.3	nt	-15	15	nt	18
COc1ccccc1NC(NC(=O)c1cccnc1)C(Cl)(Cl)Cl (configuration not stated)	4	-3	-27	-13	11	-0.8	8	-3	12	0	6
O=C(CS(=O)(=O)c1ccccc1)NCc1ccccc1	-2	-7	-8	0	-2	-0.3	-9	2	-2	0	-3
CC(=O)Nc1cc2nc(C)n(Cc3ccc([N+](=O)[O-])cc3)c2nc1C	5	-1	1	-9	11	-0.8	-7	-4	5	6	11
CCCn1cc(CN2CCCC(C(=O)c3ccc4c(c3)OCO4)C2)c(C)n1 (configuration not stated)	-3	4	23	3	27	-0.5	-2	-18	9	-4	1
COc1ccc(-c2cc(C(=O)Nc3cc(OC)c(OC)c(OC)c3)no2)cc1OC	1	-11	-25	-2	-3	-1.4	5	22	-12	-3	17
O=C(CSc1nnc(-c2ccccc2NC(=O)c2ccccc2)o1)OC1CCCCC1	-5	4	9	8	3	4.4	1	6	11	1	-2
CCOC(=O)c1cnn(-c2ccc(C)cc2)c1N	6	-7	-72	3	-40	-0.8	-72	-4	-166	4	-160
CCCn1c(N)c(C(=O)CSc2nnc(C)n2Cc2ccccc2)c(=O)n(C)c1=O	4	6	-22	-1	6	6.7	0	1	17	1	30
Cc1ccc([C@H]2C[C@@H](O)[C@H](n3cc(COC(=O)c4ccccc4)nn3)CN2CC2CCCCC2)cc1	3	2	-2	12	4	0.0	nt	10	-3	nt	30
Cc1cc(F)ccc1S(=O)(=O)N1CCC2(CC1)OCCN2S(=O)(=O)c1cccs1	-6	0	-14	14	10	0.6	1	-8	14	2	19
O=C(OCC(=O)N1CCOCC1)c1cccc(F)c1	3	-12	-53	-13	-62	0.4	-44	12	-75	2	-175
O=C(O)/C=C/C(=O)NCCC1=CCCCC1	-3	10	-18	-2	8	0.7	-7	-6	25	-1	18
COC(CNC(=O)c1ccc2c(c1)nc(C)n2-c1cccc(F)c1)OC	3	-3	7	-4	16	0.3	-3	12	0	2	-1
CCc1nn(CC(=O)NCCCN(C)C2CCCCC2)c(=O)c2cc3occc3n12	-7	0	-21	9	-19	0.1	2	2	6	1	-5
O=C(CNC(=O)c1ccco1)N/N=C/c1cccs1	2	-5	5	-5	-46	-0.7	-7	1	-13	-7	-22
O=C(Nc1ccc(Br)cc1)c1cccc(OC(=S)N2CCOCC2)c1	-4	-3	-40	8	26	-0.1	-1	22	-2	-4	-2
COC(=O)Cn1c(=NC(=O)c2sc3ccccc3c2Cl)sc2cc(S(N)(=O)=O)ccc21	-6	0	14	28	7	-1.2	9	19	9	-117	34
CC(=O)c1c(O)ccc2c(-c3ccccc3)cc(=O)oc12	9	-8	-29	6	-10	-1.1	-5	-3	4	9	10
Cc1ccc(NC(=O)CCC(=O)NNC(=O)c2ccccc2[N+](=O)[O-])c(C)c1	4	-19	16	-26	3	-0.2	-3	-2	0	3	-3
COc1cccc(C(=O)Nc2nc3ccccc3[nH]2)c1	-19	?	-121	-5	-1	-4.7	26	83*	3	2	42
CCC(C)c1ccc(NC(=S)N2CCN(c3ccccn3)CC2)cc1 (configuration not stated)	-13	0	16	35	3	0.1	19	1	-13	0	2
O=C(NCc1ccccc1)Nc1nnc([C@@H]2C[C@H](O)[C@@H](CO)O2)s1	5	nt	-42	-8	-13	-1.9	nt	-2	3	nt	-3
CCN1CCCC1CNC(=O)CSCc1nc(-c2ccccc2C)oc1C (configuration not stated)	2	8	5	5	-40	-0.4	3	1	8	-5	10
Cc1cccc(CN2CCC(CNC(=O)C3CCCN(S(=O)(=O)c4cnc[nH]4)C3)CC2)c1 (configuration not stated)	3	0	2	9	-7	1.7	12	-7	5	6	4
CCOc1cc2[nH]c(=S)n(CCOC)c(=O)c2cc1OCC	-2	-1	-10	9	-13	-0.4	-10	-23	10	1	22
O=c1cc(Br)c(O)c(Br)cc1Br	0	5	-14	-26	19	-1.5	7	-20	4	nt	-5
COc1ccc(-c2noc(CCC(=O)NC3CCCCC3)n2)cc1OC	-2	-6	24	-6	-14	0.2	-4	1	-19	2	-20
COc1ccccc1NC(=O)CSc1ncn(-c2ccccc2)n1	-12	0	-26	5	5	0.2	11	3	-5	-1	16
COc1ccc(NC(=S)NC(=NS(=O)(=O)c2ccc(Cl)cc2)c2ccccc2)cc1	-8	-32	-48	7	-42	-2.3	-57	15	-314	nt	-232
COc1ccc(/C=C/C(=O)c2ccc3ccccc3c2O)cc1CN1CCOCC1	-29	8	-27	8	-8	-1.0	-9	0	18	5	19

Some of these compounds in order of molecular weight, low to high.
SMILES	KKLEB cytotox	EBV LMP1 NFkB	NR2E3 ag-1	CF NFkB block	Shn3 3UTR inh	iPSC survival up	MITF TRPM1 inh	TRAIL sens C8	HIF-2a block	NR2E3 ag-2	Peg3 prom inh
COc1cccc(C(=O)Nc2nc3ccccc3[nH]2)c1	-19	?	-121	-5	-1	-4.7	26	83*	3	2	42
COc1ccccc1NC(=O)CSc1ncn(-c2ccccc2)n1	-12	0	-26	5	5	0.2	11	3	-5	-1	16
O=C(NCc1ccccc1)Nc1nnc([C@@H]2C[C@H](O)[C@@H](CO)O2)s1	5	nt	-42	-8	-13	-1.9	nt	-2	3	nt	-3
CCC(C)c1ccc(NC(=S)N2CCN(c3ccccn3)CC2)cc1 (configuration not stated)	-13	0	16	35	3	0.1	19	1	-13	0	2
COc1ccc(-c2noc(CCC(=O)NC3CCCCC3)n2)cc1OC	-2	-6	24	-6	-14	0.2	-4	1	-19	2	-20
Cc1ccc(NC(=O)CCC(=O)NNC(=O)c2ccccc2[N+](=O)[O-])c(C)c1	4	-19	16	-26	3	-0.2	-3	-2	0	3	-3
CCN1CCCC1CNC(=O)CSCc1nc(-c2ccccc2C)oc1C (configuration not stated)	2	8	5	5	-40	-0.4	3	1	8	-5	10
COc1ccc(/C=C/C(=O)c2ccc3ccccc3c2O)cc1CN1CCOCC1	-29	8	-27	8	-8	-1.0	-9	0	18	5	19
Cc1cccc(CN2CCC(CNC(=O)C3CCCN(S(=O)(=O)c4cnc[nH]4)C3)CC2)c1 (configuration not stated)	3	0	2	9	-7	1.7	12	-7	5	6	4
